NRP1-CendR mod: alters CendR peptide binding to human NRP-1. O14786. FAM-RPARPAR peptide binding to NRP-1, fluorescence polarization. inhibition, % at 25 µM. actives 0.85% (n = 360,000). AID 602438;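 active = inhibition or corrected inhibition above about 18%, plus a signal ratio from 0.5 to 1.5, limit read from the data, passing the limit was not always enough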; note: strong numbers were not always called active
FAS TE block: inhibitors of human fatty acid synthase thioesterase domain; recombinant FAS-TE, OMFH fluorogenic substrate, fluorescence endpoint; inhibition, % at 15 µM; actives 0.67% (n = 360,000); AID 602261;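 active = compounds whose normalised, plate-corrected inhibition of enzyme fluorescence in the single-dose primary screen is 50% or more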;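 note: 0% = DMSO with enzyme and 100% = substrate without enzyme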
MLLE-PAM2 inh: blocks PAM2 peptide binding to the PABP1 MLLE domain | actives 0.36% (n = 360,000) | inhibition, % at 20 µM | AID 588489 | P11940 | GST-MLLE / FITC-PAM2 fluorescence polarization; in the data active = inhibition above about 35%, passing the limit was not always enough;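 note: plate controls were DMSO wells with GST-MLLE for no effect and wells lacking GST-MLLE protein for full effect; some results filed as inactive read as strong as hits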
Tb MetRS inh: blocks T. brucei methionyl-tRNA synthetase activity; purified T. brucei MetRS, ATP depletion, Kinase-Glo luminescence; actives 0.4% (n = 360,000); inhibition, % at 11.9 µM;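 active = inhibition above a per-plate cutoff of the control wells' mean inhibition plus 3 SD, cut at about 5.5% in these data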;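 note: 0% = DMSO wells median and 100% = median of wells with control inhibitor compound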
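System: purified T. brucei MetRS enzyme / Detection: Kinase-Glo luciferase luminescence reporting remaining unconsumed ATP / Medium: HEPES buffer with MgCl2, KCl, DTT, spermine, BSA, pyrophosphatase / Replication: singlicate, one well per compound / Evaluation: percent inhibition relative to median high and low control wells / Schedule: 2 h aminoacylation at 25 °C after 15 min preincubation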
MT1-MMP act inh: blocks activation of human MT1-MMP; HT1080 RFP-PRO-GFP cells, GFP/RFP ratio fluorescence, overnight; percent of plate control window, DMSO zero; GFP/RFP ratio change, % at 20 µM; actives 0.061% (n = 360,000);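 active = GFP/RFP ratio change of at least 30% with cell ATP level not reduced by more than half and red fluorescence within 50% of control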; note: strong numbers were not always called active
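Material: RFP-PRO-GFP reporter HT1080 cells. Dosing: single-point 20 µM compound, 1% DMSO. Controls: DMSO and RFP-L50D-GFP cell wells. Timing: cells overnight before dosing, compound overnight, 37 °C, 5% CO2. Measure: GFP/RFP fluorescence ratio.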
E coli Lon inh: inhibits E. coli Lon protease | AID 602123 | P0A9M0 | actives 0.42% (n = 360,000) | purified E. coli Lon protease, fluorescence polarization | inhibition, % at 7.94 µM; in the data active = inhibition above about 13%, passing the limit was not always enough;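 note: 0% = enzyme with probe and DMSO and 100% = no enzyme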
MsrA act: activators of bovine methionine sulfoxide reductase A. purified bovine MsrA, absorbance read-out. activation, % at 10.6 µM. actives 0.3% (n = 360,000). AID 602163; in the data active = activation above about 7.5%;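 note: 0% = vehicle and 100% = reference activator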
MsrA inhibitor: inhibitors of bovine MsrA. inhibition, % at 15.5 µM. purified bovine MsrA, absorbance read-out. actives 0.75% (n = 360,000); in the data active = inhibition above about 4.5%;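 note: 0% = vehicle wells with enzyme and 100% = reference inhibitor wells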
SKN-1 block: C. elegans SKN-1 inhibition; C. elegans VP596 Pgst-4::GFP/RFP ratio, acrylamide-induced, 24 h; inhibition, % at 21.8 µM; actives 0.49% (n = 360,000);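 active = interference check ratio from 0.5 to 1.5 plus GFP to RFP signal ratio inhibition reaching or exceeding a fixed threshold, cut at about 30% in these data, passing the limit was not always enough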; note: some compounds called inactive have numbers as strong as hits
* hit, by the source's call; / = not tested or not shown.

Values run as follows: NRP1-CendR mod	FAS TE block	MLLE-PAM2 inh	Tb MetRS inh	MT1-MMP act inh	E coli Lon inh	MsrA act	MsrA inhibitor	SKN-1 block
1	Cc1ccc(C(=O)NCc2ccc(Cl)cc2)cc1S(=O)(=O)N1CCCCC1
  5	20	9	-0.3	1	-4	-7	0.1	-4
2	Cc1nc(C)c(-c2ccc(SCc3ccc([N+](=O)[O-])cc3)nn2)s1
  -1	32	28	-0.2	-2	5	-6	-0.3	-8
3	CCc1nnc(NC(=O)CCC(=O)NCc2ccc(C)cc2)s1
  -11	-4	-5	-0.5	1	-3	-9	0.2	3
4	O=C(O)CC1(O)C(=O)N(Cc2ccccc2)c2ccccc21 (stereo not given)
  6	-7	9	-0.3	-4	-2	-5	0.7	-3
5	O=C(NCc1ccccc1F)C1CCCN1C(=O)Nc1ccccc1 (stereo not given)
  12	-2	9	-0.3	-1	9	-3	-0.7	-2
6	CC1(C)C2CCC1(C)C(OC(=O)C[n+]1ccccc1N)C2 (stereo not given)
  -6	-5	7	0.0	2	-3	-2	0.4	1
7	COC(=O)[C@]12CCCCC=C1N(Cc1ccc3c(c1)OCO3)C(=O)[C@H](CC(=O)NCCC(C)C)C2
  4	/	/	-0.2	6	/	/	0.4	15
8	CCc1nc2c(OCc3ccccc3C(=O)OC)cccn2c1N(C)C(=O)c1cccs1
  14	2	-8	0.2	0	-7	-2	-0.4	7
9	COc1ccc(CNC2CCCCC2C)c(OC)c1 (stereo not given)
  -1	-2	1	0.2	-3	-6	-2	/	-75
10	O=C(CCS(=O)(=O)c1ccc(Br)cc1)NCCc1ccccc1
  -5	-1	2	-0.7	0	-2	-1	-0.3	12
11	CCOc1ccc(C(C)C)cc1S(=O)(=O)Nc1ccc(Cl)cn1
  6	-3	5	-0.7	-1	2	-5	-1.2	17
12	COc1ccc(-c2noc(C(C)NC(=O)c3ccco3)n2)cc1OC (stereo not given)
  3	-3	-3	-0.3	0	-9	-3	-0.6	8
13	CCn1cc(C(=O)O)c(=O)c2cc(F)c(N/N=C/c3ccccc3)cc21
  -8	-9	-37	0.1	-6	-6	-5	0.0	-3
14	Cc1c(O)ccc(/C(Cc2ccc3ccccc3n2)=N\N)c1O
  -32	0	-49	-0.4	-24	-91	-12	-0.2	13
15	Cc1nn(Cc2c(Cl)cccc2Cl)c(Cl)c1/C=N/NC(=O)c1cccnc1
  -8	0	-7	0.0	-2	1	-1	0.5	-6
16	CCOc1ccc2nc(SCC(=O)NCc3ccc(S(N)(=O)=O)cc3)sc2c1
  14	-5	-38	-0.3	5	1	-2	-0.6	0
17	O=S(=O)(N1CCOCC1)N1CCCN(S(=O)(=O)N2CCOCC2)CC1
  9	-9	4	-0.8	2	-8	-2	-0.1	10
18	COc1ccccc1C(=O)N(Cc1ccco1)C1CCS(=O)(=O)C1 (stereo not given)
  -13	-9	5	-0.3	0	-1	0	0.6	-4
19	O=C1c2ccc(-c3ccc4c(c3)C(=O)N(CCO)C4=O)cc2C(=O)N1CCO
  -1	-9	11	-1.2	2	-8	-5	2.6	-6
20	Nc1cc(Cl)ccc1C(=O)OCC(=O)NCC1CCCO1 (stereo not given)
  5	-2	-1	-0.2	-2	0	-2	-0.1	1
21	Oc1ccc(-c2cnns2)c(O)c1
  -3	-5	4	-0.7	-30	1	0	1.8	-4
22	Nc1nc(SCC(=O)N2CCCCC2)[nH]c(=O)c1NC(=O)c1cccs1
  1	-5	25	-0.3	-3	6	-3	-1.6	-2
23	C[C@@H]1CCCCO[C@@H](CN(C)Cc2ccccc2)[C@@H](C)CN([C@H](C)CO)C(=O)c2cc(N(C)C)ccc2O1
  -2	-9	-8	-1.5	-3	-1	-10	1.3	2
24	Cn1cnc(S(=O)(=O)Nc2ccc(OC(F)(F)F)cc2)c1
  2	-5	6	-0.9	0	0	-5	-0.7	0
25	c1ccc(-n2nnnc2SCc2cn3ccccc3n2)cc1
  8	-5	-66	-0.7	-6	4	-1	-0.3	8
26	CC1(c2ccc(Cl)cc2)NC(=O)N(CC(=O)Nc2ccc3c(c2)OCO3)C1=O (stereo not given)
  35*	7	-2	-0.7	4	-1	-1	0.0	13
27	O=C(NCCc1nc2ccccc2[nH]1)c1ccc(F)cc1
  -14	-5	-2	6.4*	1	-10	-3	/	8
28	Cc1ccc(COC(=O)c2cccc(S(=O)(=O)N3CCCCC3)c2)cc1
  -7	23	-14	-0.4	-7	-4	-4	-0.4	-12
29	O=S(=O)(c1cc(Cl)cc(Cl)c1O)N1CCC2(CC1)OCCO2
  -8	-7	13	-0.3	-2	7	-9	1.3	-29
30	COc1cc(/C=N/NC(=O)c2ccc(C)nc2)cc([N+](=O)[O-])c1O
  -10	0	0	0.1	-1	5	-9	5.3*	14
31	Cc1ccc(CN2CCNC(=O)C2CC(=O)N(Cc2c(C)nn(C)c2C)C2CC2)o1 (stereo not given)
  0	-2	-1	-0.5	0	-2	-1	-0.5	5
32	O=C(CCl)NC1(C(=O)O)CCCC1
  7	-7	10	-0.1	-2	-9	-1	0.6	9
33	O=C1[C@H]2[C@H](C=CC[C@H]2C(=O)N2CCN(c3ccccc3)CC2)CCN1Cc1ccc(Cl)c(Cl)c1
  10	40	1	-0.3	-1	5	0	-0.2	8
34	O=C(CN1c2cccc3cccc(c23)S1(=O)=O)Nc1ccccc1F
  -6	2	-1	-0.1	2	0	-6	-0.1	14
35	CCOc1ccccc1C(=O)OCC(=O)NCCc1ccc(OC)cc1
  -6	-3	7	-0.4	0	-3	-1	0.3	-14
36	COc1ccc(C(=O)O)nc1C
  -2	0	-12	0.1	-3	5	1	-0.3	3
37	CCOC(=O)C(NC(=O)c1ccccc1)(OCC1(CC)COC1)C(F)(F)F (stereo not given)
  16	-4	-1	0.0	0	6	0	0.3	21
38	Cc1c(CC(=O)O)c(=O)oc2cc3oc4c(c3cc12)CCCC4
  6	-6	3	-0.8	-3	-11	-6	1.6	-4
39	O=C(Nc1ccccc1)NC1CCCCCCC1
  9	4	7	-0.3	-4	5	-1	-0.3	24
40	CCOC1=C/C(=C/c2c(N)n3nc(-c4ccccc4)sc3nc2=O)C=CC1=O
  -275	-3	-144	-1.0	-109	-50	-7	3.4	-4

Part of the list above in order of formula weight, largest number first:
Values run as follows: NRP1-CendR mod	FAS TE block	MLLE-PAM2 inh	Tb MetRS inh	MT1-MMP act inh	E coli Lon inh	MsrA act	MsrA inhibitor	SKN-1 block
31	Cc1ccc(CN2CCNC(=O)C2CC(=O)N(Cc2c(C)nn(C)c2C)C2CC2)o1 (stereo not given)
  0	-2	-1	-0.5	0	-2	-1	-0.5	5
37	CCOC(=O)C(NC(=O)c1ccccc1)(OCC1(CC)COC1)C(F)(F)F (stereo not given)
  16	-4	-1	0.0	0	6	0	0.3	21
38	Cc1c(CC(=O)O)c(=O)oc2cc3oc4c(c3cc12)CCCC4
  6	-6	3	-0.8	-3	-11	-6	1.6	-4

Next part
Values run as follows: NRP1-CendR mod	FAS TE block	MLLE-PAM2 inh	Tb MetRS inh	MT1-MMP act inh	E coli Lon inh	MsrA act	MsrA inhibitor	SKN-1 block
41	CC1CN(C(=O)C2CC(=O)N(c3ccc(Cl)cc3)C2)CC(C)O1 (stereo not given)
  1	-4	-2	0.2	3	7	-2	-0.3	6
42	Clc1ccc(Cl)c(Oc2ccc(Oc3nc(Cl)ccc3Cl)cc2)n1
  -8	28	-4	-1.6	4	-17	-10	-0.9	22
43	O=C(NCCCNC(=O)c1ccc(-c2cc(Cl)ccc2Cl)o1)c1cnccn1
  -3	2	11	0.3	0	-9	1	0.5	10
44	CC(C)[C@H](NC(=O)NC1CCN(Cc2ccccc2)CC1)C(=O)O
  -7	-4	3	-0.6	5	0	4	-1.0	-15
45	COc1ccccc1NS(=O)(=O)c1ccccc1C#N
  4	-1	-10	-0.3	-6	-3	0	1.2	8
46	COc1ccc(C(=O)/C=C\N2CCOCC2)cc1
  -11	-9	-1	-1.9	-3	4	-7	1.3	4
47	CCOC(=O)C1CCCN(C(=O)CSc2ccccc2)C1 (stereo not given)
  7	-11	36	0.3	4	-16	0	-0.9	2
48	Cc1ccsc1C(=O)OCc1nc2ccsc2c(=O)[nH]1
  17	-4	-8	-0.2	1	-3	-1	-1.0	-1
49	O=C(CSc1ccccc1C(=O)O)Nc1cccc(C(=O)O)c1
  6	-6	4	-0.2	3	6	-3	-0.1	-16
50	Cc1cccc(NC(=O)C2CCCN(S(=O)(=O)c3cccc4nsnc34)C2)n1 (stereo not given)
  -7	2	-12	-0.7	3	-14	-1	1.1	-7

Arranged by value in MsrA inhibitor (descending): some entries from above
entry | Molecule | MsrA inhibitor
46 | COc1ccc(C(=O)/C=C\N2CCOCC2)cc1 | 1.3
45 | COc1ccccc1NS(=O)(=O)c1ccccc1C#N | 1.2
50 | Cc1cccc(NC(=O)C2CCCN(S(=O)(=O)c3cccc4nsnc34)C2)n1 (stereo not given) | 1.1
43 | O=C(NCCCNC(=O)c1ccc(-c2cc(Cl)ccc2Cl)o1)c1cnccn1 | 0.5
41 | CC1CN(C(=O)C2CC(=O)N(c3ccc(Cl)cc3)C2)CC(C)O1 (stereo not given) | -0.3
42 | Clc1ccc(Cl)c(Oc2ccc(Oc3nc(Cl)ccc3Cl)cc2)n1 | -0.9
44 | CC(C)[C@H](NC(=O)NC1CCN(Cc2ccccc2)CC1)C(=O)O | -1.0

3 records drawn at random from the list so far:
Values run as follows: NRP1-CendR mod	FAS TE block	MLLE-PAM2 inh	Tb MetRS inh	MT1-MMP act inh	E coli Lon inh	MsrA act	MsrA inhibitor	SKN-1 block
42	Clc1ccc(Cl)c(Oc2ccc(Oc3nc(Cl)ccc3Cl)cc2)n1
  -8	28	-4	-1.6	4	-17	-10	-0.9	22
50	Cc1cccc(NC(=O)C2CCCN(S(=O)(=O)c3cccc4nsnc34)C2)n1 (stereo not given)
  -7	2	-12	-0.7	3	-14	-1	1.1	-7
45	COc1ccccc1NS(=O)(=O)c1ccccc1C#N
  4	-1	-10	-0.3	-6	-3	0	1.2	8

The list continues:
Values run as follows: NRP1-CendR mod	FAS TE block	MLLE-PAM2 inh	Tb MetRS inh	MT1-MMP act inh	E coli Lon inh	MsrA act	MsrA inhibitor	SKN-1 block
51	CN(C(=O)COc1ncnc2ccc(Br)cc12)C1CCCCC1
  2	-4	-4	-0.1	0	-10	-2	-1.0	6
52	COc1ccc(CCn2c(=N)c(C(=O)NCC3CCCO3)cc3c(=O)n4cccc(C)c4nc32)cc1 (stereo not given)
  -5	-2	-7	-0.7	-4	2	-12	1.1	2
53	CC(C)CN1C=C2C(=O)C(C)(OC(=O)C3CCCC3)C(=O)C=C2C=C1c1ccsc1 (stereo not given)
  -2	-5	4	-0.3	-2	-5	-1	0.8	4
54	COc1ccc(CNC(=O)CSc2ccsc2[N+](=O)[O-])cc1
  6	5	1	-0.1	-2	-5	-2	0.9	-7
55	COc1ccc(-c2nc(N)nc(C(F)(F)F)c2-c2cscn2)c(O)c1
  -14	-9	9	-0.2	6	-15	-3	0.2	-13
56	Cc1cc(N2CCN(C)CC2)nc2ccc(NC(=S)NCCCN3CCc4ccccc4C3)cc12
  7	-5	-6	0.0	6	-1	-1	1.0	-3

High-throughput results as filed in PubChem.
